PLC-beta3 inh: blocks human PLC-beta3 enzyme activity; inhibition, % at 12.2 µM; AID 720704; Purified PLC-beta3, fluorogenic substrate, fluorescence; actives 0.18% (n = 370,000); in the data active = inhibition above about 11%;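 also: 0% = median of compound wells on plate and 100% = full blocker control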
ASAP1 inh: blocks human ASAP1-stimulated Arf1 GTP hydrolysis. inhibition, % at 16.5 µM. Q9ULH1. GDP FP detection. actives 0.19% (n = 360,000); in the data active = inhibition above about 25%;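 also: 0% = vehicle with enzyme and substrate and 100% = no enzyme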
Rev-erbA mod: modulates human Rev-erb alpha binding to DNA; P20393; Rev-erbα–FITC-DNA binding, fluorescence polarization, 90 min; activity, % at 10 µM; actives 0.79% (n = 370,000); AID 1259318;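 active = activity above about 14%, limit read from the data; passing the limit was not always enough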;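 also: 0% = DMSO wells with 35 nM protein and 100% = DMSO wells with 750 nM protein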
UHRF1 MBD2 ctr: UHRF1 methyl-DNA binding inhibition. AID 687016. inhibition, % at 4.4 µM. UHRF1 binding to methylated oligo, TR-FRET. Q96T88. actives 0.75% (n = 370,000); in the data active = inhibition above about 21%;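 also: UHRF1 SRA domain binding a hemimethylated CpG hairpin DNA probe; 0% = median of test compound wells and 100% = reference inhibitor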
Target sequence (Q96T88 whole entry, looked up, the tested form may be a part): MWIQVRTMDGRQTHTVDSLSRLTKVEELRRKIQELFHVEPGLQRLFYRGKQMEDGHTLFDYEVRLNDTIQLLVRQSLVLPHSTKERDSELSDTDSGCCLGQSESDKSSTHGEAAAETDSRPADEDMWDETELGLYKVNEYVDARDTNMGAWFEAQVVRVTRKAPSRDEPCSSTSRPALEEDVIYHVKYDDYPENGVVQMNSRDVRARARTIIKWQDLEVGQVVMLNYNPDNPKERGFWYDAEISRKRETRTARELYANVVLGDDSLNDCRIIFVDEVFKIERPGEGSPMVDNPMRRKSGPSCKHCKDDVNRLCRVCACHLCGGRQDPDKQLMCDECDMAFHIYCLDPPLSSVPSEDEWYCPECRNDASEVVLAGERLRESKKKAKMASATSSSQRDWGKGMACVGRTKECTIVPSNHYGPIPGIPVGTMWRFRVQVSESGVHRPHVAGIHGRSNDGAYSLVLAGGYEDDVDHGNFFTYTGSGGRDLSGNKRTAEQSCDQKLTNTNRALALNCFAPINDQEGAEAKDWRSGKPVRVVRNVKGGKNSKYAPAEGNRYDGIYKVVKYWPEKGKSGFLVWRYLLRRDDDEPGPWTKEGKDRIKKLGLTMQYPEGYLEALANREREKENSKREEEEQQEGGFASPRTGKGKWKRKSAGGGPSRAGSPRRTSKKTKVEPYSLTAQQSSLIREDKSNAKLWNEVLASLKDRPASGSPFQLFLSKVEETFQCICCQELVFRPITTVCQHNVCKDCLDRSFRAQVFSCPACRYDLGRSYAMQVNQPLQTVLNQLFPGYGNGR
PLC-gamma1 inh: blocks human PLC-gamma1 enzyme activity | purified PLC-gamma1, fluorogenic substrate, fluorescence | inhibition, % at 12.2 µM | AID 720700 | P19174 | actives 0.84% (n = 370,000); in the data active = inhibition above about 9.5%
Tn7 DDE FP: DD(E)-Tn7 binding inhibition, primary FP screen | FP displacement of FITC-Tn7 peptide from fibrin DD(E); 0% = median of compound wells per plate | inhibition, % at 8.3 µM | P02675 | actives 0.13% (n = 370,000);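 active = inhibition above the mean of compounds falling within the control limits plus 3 SD of them, cut at about 14% in these data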;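 also: 0% = plate median of compound wells and 100% = 10 µM Aha-Tn7 peptide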
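Assay system: Fibrin-DD(E) protein isolated from polymerized human fibrin clots; read-out basis: percent inhibition; medium: Tris/NaCl/CaCl2 buffer, pH 7.8; signal: FP measurement; incubation: 10 min plus 3 h, room temperature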
HGIII-sPLA2 inh: Blocks human group III sPLA2 activity; inhibition, % at 12.2 µM; AID 743126; actives 0.56% (n = 370,000); QFRET BODIPY PC-A2 liposome hydrolysis, fluorescence; Q9NZ20;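 active = inhibition above mean plus 3 SD of compounds lying within the high and low control bounds, cut at about 19% in these data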;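 also: 0% = median of test compound wells and 100% = no enzyme DMSO wells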
proKLK7 act: proKLK7 (human) activation, primary screen; activation, % at 7 µM; P49862; AID 652039; actives 0.9% (n = 370,000); purified proKLK7, EDANS-DABCYL substrate fluorescence; 100% is mature enzyme control, 0% vehicle;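 active = activation above the mean of all tested compounds plus 3 SD, computed per campaign excluding outliers beyond control limits, cut at about 13% in these data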
Tn6 DDE FP: DD(E)-Tn6 binding inhibition, primary FP screen | P02675 | Fibrin DD(E) TRITC-Tn6 fluorescence polarization displacement | inhibition, % at 8.3 µM | actives 0.21% (n = 370,000);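 active = inhibition above a per-campaign cutoff: mean of compounds within control limits plus 3 SD, cut at about 15% in these data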;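 also: 0% = median of all compound wells on the plate and 100% = blocking peptide control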
ARFGAP1 inhibitor: rat ARFGAP1 inhibition | Arfgap1-stimulated ARF1 GTP hydrolysis, GDP FP detection | inhibition, % at 16.5 µM | actives 0.26% (n = 360,000);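 active = inhibition above a per-plate limit, mean inhibition of low control wells plus 3 SD, cut at about 25% in these data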;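 also: 0% = DMSO wells with enzyme and 100% = wells lacking Arfgap1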
Target sequence (Q62848 1-136 limits assumed): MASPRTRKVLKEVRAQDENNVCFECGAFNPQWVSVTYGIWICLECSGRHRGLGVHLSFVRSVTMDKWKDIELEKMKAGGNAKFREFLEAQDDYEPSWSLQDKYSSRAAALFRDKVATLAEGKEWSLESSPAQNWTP
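Material: rat Arfgap1 GAP domain (His6, aa 1-136), purified enzyme. Also added: human ARF1(Δ1-17)-GTP substrate. Compound dosing: 16.5 µM single point, 1.26% DMSO. Timing: enzyme reaction 120 min at 25 °C after 20 min preincubation. Signal: GDP detection by fluorescence polarization. Read-out basis: percent inhibition of GAP-stimulated GDP formation, scaled between DMSO and no-Arfgap1 medians.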
* marks the source's active call; other numbers are inactive results; i = inactive; x = not tested or not shown.

entry	smiles	PLC-beta3 inh	ASAP1 inh	Rev-erbA mod	UHRF1 MBD2 ctr	PLC-gamma1 inh	Tn7 DDE FP	HGIII-sPLA2 inh	proKLK7 act	Tn6 DDE FP	ARFGAP1 inhibitor
1	O=C(c1cc(F)ccc1F)C1CCCN(C(=O)CCc2cnccn2)C1 (stereo unspecified)	-1	-15	-2	1	0	3	3	-0.1	-3	8
2	CCOc1ccc(C(=O)N2CCC3(CC2)NCCc2[nH]cnc23)cc1	2	-11	0	8	1	-1	9	-0.4	2	3
3	COc1ccc(S(=O)(=O)Nc2cccc(S(=O)(=O)N(C)C)c2)cc1[N+](=O)[O-]	-6	9	-4	23*	2	5	-6	-0.2	4	-12
4	O=C(CN1CCOCC1)Nc1c(Cl)cc(Cl)cc1Cl	2	-5	-2	2	1	-1	7	-0.1	5	-3
5	O=C(Nc1ccc(F)cc1)C(c1ccccc1OC(F)(F)F)N1CCN(c2cccc(C(F)(F)F)n2)CC1 (stereo unspecified)	1	11	4	0	0	1	11	-1.4	-1	3
6	O=C(Nc1ccccc1Cl)C1C2CCC3C(CCC21)C3(Cl)Cl (stereo unspecified)	3	-2	-7	-1	3	-5	-6	0.0	-6	0
7	COc1ccnc(N=CNOCc2cccc(Cl)c2Cl)c1C#N	2	1	-1	-1	0	-7	-7	0.1	-9	7
8	O=C(c1ccccc1Cl)N(Cc1ccc(Cl)c(Cl)c1)N1C(=O)CCCC1=O	-5	1	10	-1	3	-2	-9	0.1	-8	5
9	CCCCN1C(=N)N([C@@H](CN2CCC[C@H]2CN2C(N)=NC[C@@H]2Cc2ccccc2)C(C)C)C[C@H]1Cc1ccccc1	5	-6	-2	1	2	3	-5	-0.2	-1	1
10	Cc1ccccc1OCCNc1ccc(C(F)(F)F)cc1[N+](=O)[O-]	6	-1	2	0	5	-6	2	0.9	0	6
11	CC(=O)c1sc2nsc(SCCN3CCCC3)c2c1N	-23	-10	0	-6	-8	10	-2	1.0	5	1
12	Cc1ccccc1C(=O)NNC(=O)CSc1nnc(C)n1-c1ccccc1	-1	11	-3	0	1	-7	1	-0.1	-6	-29
13	CN(C)c1ccc(N=Nc2ccc(C(=O)O)cc2)cc1	-14	10	14	29*	-5	3	1	0.1	0	-1
14	CC(=O)C1=C(c2ccccc2)OC(N)=C(C#N)C1c1ccccc1C (stereo unspecified)	-4	-2	5	1	-3	-2	-12	-0.1	-5	-1
15	CCc1c(C)c2cc(Cl)c(O)c(CN(C)C)c2oc1=O	i	4	-4	-2	i	-6	8	80*	-3	-5
16	Cc1ccc(C)c(NC(=S)NC(NC(=O)N(C)C)C(Cl)(Cl)Cl)c1 (stereo unspecified)	3	8	-3	0	0	-1	3	0.6	1	4
17	Cc1cc(Cl)cc(Cl)c1OCC(=O)NCc1ccco1	-10	-7	6	3	-7	5	-2	0.4	-8	-12
18	CN1CCCN(Cc2nc(-c3cccc(C(F)(F)F)c3)no2)CC1	-1	3	-1	0	-97	-3	-5	0.8	2	3
19	Cc1cc(C)n(-c2nc(NCCCN(C)C)c3c4c(sc3n2)CCCC4)n1	-3	-4	-3	-1	-2	0	18	-0.6	-1	10
20	Nc1nc(N)nc(-c2cc(Cl)ccc2Cl)n1	-1	-1	0	0	-2	1	2	-0.7	4	-7
21	COc1ccc(CCN(C)C2CCCN(S(=O)(=O)N(C)C)C2)cc1OC (stereo unspecified)	-7	5	0	-1	-1	-2	-6	-0.8	6	-10
22	O=S1(=O)N[C@H](Cc2ccccc2)COc2cc(N3CCCC3)ccc21	4	x	1	6	0	-4	1	0.6	1	x
23	COC[C@@H]1NS(=O)(=O)c2ccc(Br)cc2O[C@H]1c1ccccc1	-2	18	0	0	-2	-1	-2	0.1	2	4
24	O=C(COc1ccc(F)cc1Cl)Nc1ccc(N2CCOCC2)cc1N1CCOCC1	-1	1	-2	-3	1	-3	2	0.2	-1	5
25	CC1(C(=O)NCC2CCOCC2)Cc2c(-c3cccc(C(F)(F)F)c3)ccnc2O1 (stereo unspecified)	-1	-8	1	0	3	-5	-2	-0.2	0	4
26	CC(C)N1CC(COc2ccc(Br)cc2)OC1=O (stereo unspecified)	-4	5	2	-4	2	3	-4	-0.4	-6	2
27	Cc1ccc(C)c(NS(=O)(=O)c2cc(C(=O)NCc3ccco3)ccc2C)c1	0	3	-2	2	-2	-4	-13	0.4	-7	11
28	Cc1ccc(NC(=S)NNC(=O)C2CC2c2ccc(C)cc2)cc1 (stereo unspecified)	-2	-7	4	-3	-1	-1	15	0.6	-2	-2
29	CCNc1c([N+](=O)[O-])c(=O)oc2ccccc12	-3	-5	-6	-1	2	-1	-1	0.1	-3	1
30	Cc1ccc(N(CC(=O)Nc2ccc(C)cn2)S(=O)(=O)c2c(C)nn(C)c2C)cc1	1	5	-5	-1	1	-8	0	-0.6	-4	11
31	N/C(=N\OC(=O)Cc1ccccc1)c1cccnc1	3	-3	-1	11	-1	-1	-3	0.3	0	-2
32	CCN(CC)c1ccc(/C=N/Nc2nc3ccccc3[nH]2)cc1	-198	22	3	-12	-170	-5	8	-5.0	-6	2
33	COc1ccc(CNC(=O)/C=C/[C@H]2O[C@@H](n3cnc4c(NC(=O)c5ccccc5)ncnc43)[C@H](O)[C@@H]2O)cc1	2	-21	4	0	0	-6	1	0.1	-3	5
34	COc1ccc(C=C2CCC3C(=O)CCCC3(C)C2=O)cc1 (stereo unspecified)	1	15	-2	1	5	2	4	1.0	-5	7
35	O=C(NNC(=O)c1ccc(Br)o1)c1ccc(NC(=O)c2ccccc2)cc1	-3	0	-1	-1	2	5	-4	0.5	-5	6
36	CCOc1ccc(NC(=O)CCC(=O)Oc2ccc(C)cc2)cc1	-2	9	0	-1	0	-11	-2	0.2	0	-2
37	COc1ccc(Cl)cc1NC(=O)CN(C)C(=O)c1cn(-c2ccccc2)nc1-c1cccnc1	-1	0	-1	4	0	7	-27	0.3	2	-13
38	CC(C)(C)c1ccc(S(=O)(=O)N2CCC(O)(c3ccc(Cl)cc3)CC2)cc1	-4	-6	6	-1	-1	-1	-7	0.0	2	8
39	Cc1cc2ccccn2c1C(=O)c1ccc(N/N=C/c2ccc(C(=O)O)cc2)c([N+](=O)[O-])c1	-5	2	-30	-3	4	3	-1	-0.4	0	4
40	COc1cc(CNc2ncc(-c3ccc(Br)cc3)n2C)cc(OC)c1O	-6	-7	-6	0	6	-6	4	-0.1	5	11
41	CC(=O)C1=CCC(c2ccc(C(C)C)cc2)N(S(=O)(=O)c2ccc(C)cc2)C1 (stereo unspecified)	1	-3	4	2	2	2	-4	-0.5	-3	5
42	CC(=O)Nc1nc(C)c(Oc2cccc(C(F)(F)F)c2)c(=O)[nH]1	-1	8	5	-1	0	-6	3	0.0	-2	4
43	CC(NC(=O)Cn1nc(-c2ccccc2)ccc1=O)c1ccccc1 (stereo unspecified)	-8	0	-3	-3	1	2	-2	0.5	-2	1
44	CC(C)CN(C(=O)COC(=O)C(C)N1C(=O)c2ccccc2C1=O)c1c(N)n(Cc2ccccc2)c(=O)[nH]c1=O (stereo unspecified)	3	-7	-1	-1	2	-6	-6	-0.7	-3	-7
45	CC(C)CCn1c(N2CCN(c3cccc(Cl)c3)CC2)nc2c1c(=O)[nH]c(=O)n2C	-1	-14	2	3	1	6	8	0.3	-11	3
46	Cc1ccc(S(=O)(=O)NCC(=O)NCC(=O)N2CCN(c3ncccn3)CC2)cc1C	-17	13	5	12	-1	-5	1	0.3	5	-1
47	CCCOc1ccccc1NS(=O)(=O)c1ccc2[nH]c(=O)[nH]c2c1	-4	4	7	-2	2	-8	-7	0.3	-3	3
48	Nc1cc(-c2ccc(Br)cc2)nn1Cc1ccccc1	-2	12	x	-2	2	5	-11	0.1	-5	10
49	CC(NC(N)=O)C12CC3CC(CC(C3)C1)C2 (stereo unspecified)	8	-2	-2	4	7	-12	1	0.5	7	4
50	CC(=O)c1cccc(NC(=O)c2ccc(C(=O)Nc3cccc(C(C)=O)c3)nc2)c1	-4	0	-15	0	0	-11	-2	-0.5	-5	13
51	COc1cc(C(C)=O)ccc1Oc1ncnc2c1cnn2-c1ccccc1	-4	-9	11	3	-8	3	12	-0.2	7	-8
52	CCN(CC)S(=O)(=O)c1cccc(C(=O)/C=C2/N(C)c3ccccc3C2(C)C)c1	-33	3	-1	-4	-24	-2	6	0.1	4	8
53	O=c1[nH]c2ccccc2nc1Cc1ccc(Cl)cc1	-17	8	7	-1	-1	-6	3	0.4	-7	3
54	COC(=O)/C=c1/sc2n(c1=O)CCN=2	-3	9	-2	-2	2	4	5	-2.8	-6	-4
55	COc1cc(NC(=S)Nc2ccc(Br)cc2Cl)c(OC)cc1Cl	4	7	-3	-5	1	-9	8	-0.2	-10	14
56	O=c1[nH]c2ccccc2nc1-c1c[nH]c2ccccc12	i	4	-5	2	i	0	-20	-0.1	-1	26*
57	CC(C)C[C@@H]1CN(CCCC[C@H]2CNC(=O)C(=O)N2CCC2CCCCC2)C(=O)C(=O)N1CCC1CCCCC1	-1	-10	4	2	2	0	-4	0.2	1	5
58	O=C(/C=C/[C@H]1O[C@@H](n2ccc(=O)[nH]c2=O)[C@H](O)[C@@H]1O)NCCN1CCOCC1	1	-9	4	1	3	2	5	-0.7	2	8
59	CCOc1ccc(CN(C)C(=O)c2cc(S(=O)(=O)N3CCCC3)ccc2C)cc1	-13	-12	-5	5	-8	2	0	-0.4	12	-1
60	Cc1ccc(C(C)C)c(OCCNS(C)(=O)=O)c1	0	19	6	-1	-1	-10	-10	-0.1	-5	9

Next section
entry	smiles	PLC-beta3 inh	ASAP1 inh	Rev-erbA mod	UHRF1 MBD2 ctr	PLC-gamma1 inh	Tn7 DDE FP	HGIII-sPLA2 inh	proKLK7 act	Tn6 DDE FP	ARFGAP1 inhibitor
61	Cn1c(=O)cc(OCC(=O)N2CCN(c3ccccc3Cl)CC2)c2ccccc21	5	x	-4	19	1	3	4	-0.1	0	x
62	COc1ccc(C(=O)Nc2ccnn2C2CCN(Cc3ccccn3)CC2)cc1	-20	-3	1	3	-7	-1	7	-0.9	2	3
63	O=C(CN1CCCCC1)Nc1cccc(-n2cnnn2)c1	1	8	5	0	0	11	-4	-0.4	1	-11
64	c1ccc(C2=Nn3c(nnc3-c3n[nH]c4c3CCC4)SC2)cc1	-1	13	2	0	6	0	-7	0.5	-1	2

Reformatted: results already given.
Each structure is followed by: PLC-beta3 inh	ASAP1 inh	Rev-erbA mod	UHRF1 MBD2 ctr	PLC-gamma1 inh	Tn7 DDE FP	HGIII-sPLA2 inh	proKLK7 act	Tn6 DDE FP	ARFGAP1 inhibitor
62) COc1ccc(C(=O)Nc2ccnn2C2CCN(Cc3ccccn3)CC2)cc1
  -20	-3	1	3	-7	-1	7	-0.9	2	3
63) O=C(CN1CCCCC1)Nc1cccc(-n2cnnn2)c1
  1	8	5	0	0	11	-4	-0.4	1	-11
61) Cn1c(=O)cc(OCC(=O)N2CCN(c3ccccc3Cl)CC2)c2ccccc21
  5	x	-4	19	1	3	4	-0.1	0	x
